PLAP activator: activates human placental alkaline phosphatase; purified PLAP enzyme, luminescent substrate read-out; hits give high values; AID 696; activation fold at 20 µM; 96,000 tested, 1.2% active; P05187; in the data active = activation fold above about 2
Ecoli WT expand: growth inhibitors of E. coli BW25113 wild type; OD600 absorbance; growth inhibition, % at 100 µM; 98,000 tested, 0.15% active; AID 710;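 active = growth inhibition above about 50% at one test dose, limit read from the data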;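 note: growth measured after 20 h incubation at 37 °C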
PostGolgi ctrl: yeast control strain growth, post-Golgi counter-screen; 98,000 tested, 5% active; efflux-deficient yeast background strain, growth absorbance A615, 16 h; inhibition, % at 10 µM; AID 738
sEH inhibitor: blocks human soluble epoxide hydrolase activity; inhibition, % at 2 µM; P34913; AID 707; recombinant human sEH enzymatic activity assay; 91,000 tested, 0.34% active; in the data active = inhibition above about 80%; note: values of inactives mirror those of a sister screen read the other way; many of its hits are not listed in these tables
Target sequence (P34913 whole entry, looked up): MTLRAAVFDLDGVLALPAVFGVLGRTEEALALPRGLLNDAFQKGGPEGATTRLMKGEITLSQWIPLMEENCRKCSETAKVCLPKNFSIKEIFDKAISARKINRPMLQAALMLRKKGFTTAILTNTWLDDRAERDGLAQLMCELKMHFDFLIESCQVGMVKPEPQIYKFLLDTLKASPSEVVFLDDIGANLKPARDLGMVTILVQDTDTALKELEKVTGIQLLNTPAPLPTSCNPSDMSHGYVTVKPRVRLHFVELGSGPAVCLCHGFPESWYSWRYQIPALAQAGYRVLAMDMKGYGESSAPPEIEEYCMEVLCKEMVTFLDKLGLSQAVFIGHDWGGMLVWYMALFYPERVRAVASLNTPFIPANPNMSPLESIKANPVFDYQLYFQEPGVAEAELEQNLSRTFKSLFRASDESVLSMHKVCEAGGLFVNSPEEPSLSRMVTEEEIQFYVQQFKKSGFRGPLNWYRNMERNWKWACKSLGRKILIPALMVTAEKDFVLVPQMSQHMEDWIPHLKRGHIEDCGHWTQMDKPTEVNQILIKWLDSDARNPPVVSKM
S1P2 blocker: S1P2 (human) receptor antagonism | AID 736 | inhibition, % at 5 µM | cell-based S1P2 antagonist assay, inhibition at 5 uM | 97,000 tested, 0.21% active | O95136; in the data active = inhibition above about 45%;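 note: CRE beta-lactamase reporter cells expressing human S1P2 stimulated with S1P; 0% = agonist at EC80 alone and 100% = agonist plus reference antagonist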
Target sequence (O95136 whole entry, looked up): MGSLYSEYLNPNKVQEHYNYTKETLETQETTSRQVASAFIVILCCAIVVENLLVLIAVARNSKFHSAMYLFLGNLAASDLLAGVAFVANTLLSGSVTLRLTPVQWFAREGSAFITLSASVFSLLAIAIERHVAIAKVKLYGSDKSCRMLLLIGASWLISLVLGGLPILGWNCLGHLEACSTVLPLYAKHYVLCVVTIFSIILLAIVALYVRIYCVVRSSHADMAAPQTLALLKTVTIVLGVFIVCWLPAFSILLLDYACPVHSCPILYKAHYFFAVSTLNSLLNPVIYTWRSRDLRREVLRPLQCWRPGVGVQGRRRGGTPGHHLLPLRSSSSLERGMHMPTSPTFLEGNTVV
sEH act: soluble epoxide hydrolase (human) activation | P34913 | purified human sEH enzymatic activity, activator screen | activation, % at 2 µM | 91,000 tested, 0.04% active | AID 717; in the data active = activation above about 37%; note: values of inactives mirror those of a sister screen read the other way
CD11b adhes inh: blocks human CD11b/CD18 adhesion to fibrinogen | K562 CD11b/CD18 adhesion to fibrinogen, ATPlite luminescence; Mn2+ added to activate the integrin | P05107+P11215 | inhibition, % at 10 µM | 93,000 tested, 0.54% active;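 active = primary inhibition of 50% or more at 10 µM, then 40% or more on retest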; note: some results filed as inactive read as strong as hits
S1P2 ag: agonists of human S1P2 receptor; S1P2-expressing cell line, agonist reporter read-out; AID 729; 97,000 tested, 0.46% active; activation, % at 4.5 µM; O95136; in the data active = activation above about 16%;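 note: 0% = vehicle low control and 100% = maximal reference agonist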
PostGolgi yeast: growth inhibition of a yeast mutant, post-Golgi transport screen; post-Golgi transport phenotypic cell assay; inhibition, % at 10 µM; 98,000 tested, 0.9% active;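 note: yeast cells grown in 1536-well plates; yeast grown about 18 h at 30C before absorbance read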
Active calls of the source: *; . = not tested or not shown. Cut-off read from the data, not from the text of the source, unless noted: active = inhibition above about 30%; inactive = the rest.

SMILES | PLAP activator | Ecoli WT expand | PostGolgi ctrl | sEH inhibitor | S1P2 blocker | sEH act | CD11b adhes inh | S1P2 ag | PostGolgi yeast
COC(=O)n1c(=O)oc2cc(S(=O)(=O)N3CCCCC3)ccc21 | 0.9 | 4 | 0 | -2 | 13 | 3 | 9 | -3 | 0
CCOC(=O)N1CCN(C(=O)c2ccccc2N(C)S(C)(=O)=O)CC1 | 1.1 | 4 | -3 | -19 | 11 | 19 | -3 | -12 | -1
CN(c1ccc(C(=O)O)cc1)S(=O)(=O)c1ccccc1 | 1.1 | 3 | 8 | . | . | . | -2 | . | -3
Cc1cccc(C)c1OCCCN1CCCC1 | 0.9 | 9 | 13 | -6 | 1 | 3 | -3 | -5 | 5
COCC(=O)N(C)c1nnc(-c2ccccn2)s1 | 0.9 | 2 | 4 | 6 | 7 | -7 | 0 | -7 | -5
CCc1ccc(/C=N/NC(=O)c2cc(C3CC3)nc3ccccc23)s1 | 1 | -13 | 32* | -3 | -1 | 5 | 26 | -1 | 11
C=CCn1c(SCC(=O)NCC(=O)OCC)nnc1-c1cccc(OC)c1 | 0.8 | -4 | 12 | -6 | 0 | 4 | -19 | -1 | 1
COc1cc(C2NC(=O)C(C#N)=C(S)N2c2ccc(C)cc2)ccc1OC(C)C (stereo not drawn) | 1.7 | -6 | 7 | -8 | -6 | 10 | -11 | -3 | -4
Cc1ccc(S(=O)(=O)NC(=O)NCc2ccc(Cl)cc2)cc1 | 0.8 | 5 | 14 | 14 | -8 | -12 | 16 | -6 | -7
N#CC1=C(N)NC(SCc2ccccc2)=C(C#N)C12CCCCC2 | 0.8 | 16 | 91* | 1 | 12 | -2 | 46 | -2 | 103*
COC(=O)c1ccccc1NC(=O)Nc1cccs1 | . | . | . | -1 | 16 | 0 | . | -7 | .
CCOc1ccc(NC(=O)CCS(=O)(=O)c2ccc3c(c2)CCCN3C(C)=O)cc1 | 1.1 | 5 | 14 | 4 | 18 | -4 | 0 | -4 | -8

Five entries out of the list above, arranged by the number in CD11b adhes inh, smallest number first.
Compound	PLAP activator	sEH inhibitor	S1P2 blocker	sEH act	CD11b adhes inh	S1P2 ag
CCOC(=O)N1CCN(C(=O)c2ccccc2N(C)S(C)(=O)=O)CC1	1.1	-19	11	19	-3	-12
CN(c1ccc(C(=O)O)cc1)S(=O)(=O)c1ccccc1	1.1	.	.	.	-2	.
Cc1ccc(S(=O)(=O)NC(=O)NCc2ccc(Cl)cc2)cc1	0.8	14	-8	-12	16	-6
CCc1ccc(/C=N/NC(=O)c2cc(C3CC3)nc3ccccc23)s1	1	-3	-1	5	26	-1
N#CC1=C(N)NC(SCc2ccccc2)=C(C#N)C12CCCCC2	0.8	1	12	-2	46	-2

Following part.
SMILES | PLAP activator | Ecoli WT expand | PostGolgi ctrl | sEH inhibitor | S1P2 blocker | sEH act | CD11b adhes inh | S1P2 ag | PostGolgi yeast
Cc1cc(NC(=O)CSc2nc(-c3ccc(F)cc3)cs2)no1 | 0.8 | -10 | -6 | . | 4 | . | -2 | -5 | 0
Cc1nn(C)c(C)c1CN(C)S(=O)(=O)c1ccc(F)cc1 | . | . | . | -5 | 7 | 8 | . | -6 | .
Cc1cc(OCC(=O)N2CCCC2)ccc1Cl | 1.2 | -9 | 0 | . | . | . | 0 | . | 1
Cc1ccc(C)c(Cn2nnc3c(=O)[nH]c(C4CCN(C(=O)c5cccs5)CC4)nc32)c1 | 1.9 | 2 | 6 | -7 | -6 | 7 | 19 | -5 | -4
CC1CCCC(NC(=O)COC(=O)Cc2ccsc2)C1C (stereo not drawn) | 0.9 | -8 | 11 | 11 | -8 | -8 | -15 | -1 | 5
c1ccc(CC2CCN(c3nc(N4CCOCC4)nc(N4CCOCC4)n3)CC2)cc1 | . | . | . | -5 | -1 | 8 | . | -3 | .
O=C(Cc1ccccc1)Nc1cccc(N2CCCC2)c1 | 1.1 | -9 | 1 | 2 | 11 | -1 | . | -4 | -2
COc1ccccc1Nc1nc(N)nc(CN2CCC(Cc3ccccc3)CC2)n1 | 1.6 | 16 | -2 | -15 | -3 | 12 | -21 | -1 | -1
COc1ccc(C2Nc3ccccc3C(=O)N2c2ccccc2)cc1COc1ccccn1 (stereo not drawn) | 1.1 | 4 | 20 | 4 | 10 | -3 | 0 | -4 | -4
Cc1cc2c(cc1C)CSC(c1ccc3ccccc3c1O)SC2 | 1.2 | -6 | 7 | -5 | -4 | 6 | 11 | -5 | -13
NC(=O)c1c(NC(=O)c2cccs2)sc2c1CCCCCC2 | 0.8 | -6 | 68* | . | . | . | 17 | . | 10
O=C(C1CCCN(S(=O)(=O)c2ccc(Br)s2)C1)N1CCCCCC1 (stereo not drawn) | 1.3 | 0 | 16 | 10 | -4 | -11 | 11 | -2 | 5
O=C(O)CSCCc1ccccn1 | 0.9 | -8 | 3 | 0 | -10 | -2 | -7 | -11 | 0
CC1(C)CC(=O)C(C=NC2CC(C)(C)NC(C)(C)C2)=C(O)C1 | 1 | 3 | 8 | -5 | 7 | 6 | 4 | -5 | -7
O=C(COc1ccc(/C=N/NC(=O)c2cc3ccccc3o2)cc1Br)Nc1ccccc1 | 1.1 | -14 | -5 | -6 | 6 | 3 | . | 1 | 10
O=C(Nc1ccc(F)cc1)NC1(C(=O)NCc2ccco2)CCCCC1 | 0.9 | -7 | 32* | 8 | 19 | -8 | -2 | -10 | 4
O=C(CSc1nnc(-c2ccco2)n1Cc1ccccc1)NC(=O)NCc1ccco1 | 1.6 | 7 | -1 | 7 | -2 | -9 | 8 | -6 | 2
Cc1sc2nc(SCC(=O)NCc3cccs3)[nH]c(=O)c2c1C | 0.9 | -6 | 10 | 7 | 8 | -5 | -2 | -8 | 3
CC(=O)c1ccc(NC(=S)NC(NC(=O)c2ccco2)C(Cl)(Cl)Cl)cc1 (stereo not drawn) | 1 | 43 | 6 | -1 | 12 | -2 | -28 | -7 | 1
Cc1ccc(SCc2ccc(C(=O)NCc3ccncc3)cc2)cc1 | 0.9 | -10 | 5 | 52 | 15 | -51 | . | -7 | 1
O=C(c1ccc(-n2cccc2)cc1)N1CCOCC1 | 0.8 | -2 | -11 | -2 | 0 | 2 | -2 | -2 | 17
CC(C)NC(=O)c1ccccc1-c1ccccc1 | 0.9 | 4 | 2 | -15 | 10 | 13 | 0 | -1 | -2
CCS(=O)(=O)c1ccc2oc(SCC(=O)NC(C)C3CC4CCC3C4)nc2c1 (stereo not drawn) | 1.3 | 5 | 6 | 2 | 3 | -2 | 7 | -2 | 8
Cc1ccc(C(C2C(=O)CC(C)(C)CC2=O)C2C(=O)CC(C)(C)CC2=O)s1 | 0.9 | 5 | -10 | 6 | 13 | -4 | . | -7 | -6

Full records as entered above. Order of screens: PLAP activator, Ecoli WT expand, PostGolgi ctrl, sEH inhibitor, S1P2 blocker, sEH act, CD11b adhes inh, S1P2 ag, PostGolgi yeast
CC1(C)CC(=O)C(C=NC2CC(C)(C)NC(C)(C)C2)=C(O)C1 reads 1, 3, 8, -5, 7, 6, 4, -5, -7
O=C(CSc1nnc(-c2ccco2)n1Cc1ccccc1)NC(=O)NCc1ccco1 reads 1.6, 7, -1, 7, -2, -9, 8, -6, 2
CC(C)NC(=O)c1ccccc1-c1ccccc1 reads 0.9, 4, 2, -15, 10, 13, 0, -1, -2

New compounds follow:
SMILES | PLAP activator | Ecoli WT expand | PostGolgi ctrl | sEH inhibitor | S1P2 blocker | sEH act | CD11b adhes inh | S1P2 ag | PostGolgi yeast
O=C(O)CSCC(=O)Nc1ccc(C(=O)O)cc1 | 1.2 | 1 | 12 | 0 | 2 | 3 | 11 | -2 | 1
CCN1CCCC1CNC(=O)Cn1cccc1C(=O)c1ccccc1C (stereo not drawn) | 1.1 | -4 | 27 | 3 | 7 | -4 | 5 | -3 | -3
CCC1CCC(NC2CCCCNC2=O)CC1 (stereo not drawn) | 1 | 6 | 7 | 2 | 12 | -1 | 1 | -3 | 3
CCN(CC(=O)NC)S(=O)(=O)c1ccc(C)cc1 | 1.3 | 5 | 0 | -3 | 4 | 4 | -1 | -2 | -1
COc1ccc(C)c2sc(=NC(=O)C(C)C)n(C)c12 | 0.9 | -1 | 19 | . | -10 | . | -6 | -2 | -6
CCS(=O)(=O)c1ccc(-c2csc(-c3ccccc3Cl)n2)c(Cl)c1Cl | 1 | -13 | 6 | -18 | 18 | 15 | 18 | -4 | 5
CC(=O)c1cccc(NS(=O)(=O)N(C)C)c1 | 1 | 3 | -3 | 2 | -6 | 0 | . | -2 | -5
CC(=O)Nc1ccc(S(=O)(=O)N2CCN(C(=O)N3CCOCC3)CC2)cc1 | 1 | 2 | 1 | 8 | -2 | -6 | 3 | 2 | -1
O=C(c1ccco1)N1CCN(C(c2ccccc2Cl)c2nnnn2Cc2cccs2)CC1 (stereo not drawn) | 1.5 | -9 | 10 | -14 | 5 | 14 | 7 | -3 | -1
CCn1cc(NC(=O)Nc2ccccc2C(=O)OC)c(C(N)=O)n1 | 0.9 | 2 | -4 | 4 | -1 | -1 | -26 | -3 | 1
CC(=O)NC(C)(C)C1CC=C(C)/C(=N\O)C1 (stereo not drawn) | 1.1 | 1 | 17 | . | 6 | . | -9 | -9 | -1
Cc1cc(C)c(S(=O)(=O)N2CCN(c3ccc([N+](=O)[O-])c(NCC4CCCO4)c3)CC2)c(C)c1 (stereo not drawn) | 1 | -27 | 4 | 0 | 11 | 3 | 5 | -2 | 7
Cc1ccccc1Cc1c(C)nc2nc(SCC(=O)NCc3ccco3)nn2c1C | 1.2 | -1 | 10 | 18 | 2 | -18 | 5 | -1 | -1
CN=c1scc(-c2ccc(Br)cc2)n1C | 0.8 | 9 | -5 | 4 | 6 | -1 | -1 | -9 | -1
COc1ccccc1N1CCN(C(=O)C(NS(=O)(=O)c2cccs2)c2ccccc2)CC1 (stereo not drawn) | 1.5 | -12 | 7 | 2 | 7 | -3 | . | -1 | 2
CCOCCCNC(=O)C(c1ccc(Cl)cc1)N1CCN(c2ccccc2)CC1 (stereo not drawn) | 1.2 | -5 | 31* | -2 | . | 6 | -16 | . | 5
COC(=O)C1C(=O)N2CCCSC2=C(C#N)C1c1cccs1 (stereo not drawn) | 0.9 | 9 | -1 | -12 | 13 | 11 | 0 | -9 | 15
COc1ccc(-c2noc(CSc3nc4ccccc4c(=O)n3-c3ccccc3)n2)cc1 | 1.2 | -8 | 20 | -16 | -19 | 19 | -6 | -3 | -1
Cc1nc2scc(-c3cccs3)c2c(=O)[nH]1 | 0.9 | 4 | 18 | 6 | 10 | -8 | 7 | -18 | -1
Cc1nn2c(-c3cccc(NC(=O)CSc4nc5ccccc5o4)c3)nnc2c2ccccc12 | 1.5 | -8 | 14 | 3 | -3 | 0 | -19 | 2 | 2
Cn1c(=O)cc(SCC(=O)N2CCCC2)c2ccccc21 | 0.9 | 3 | 0 | . | . | . | -23 | . | 22
O=C(CN1CCOCC1)Nc1cc(Cl)ccc1Cl | 1.2 | 9 | 2 | . | 12 | . | -1 | -7 | 7
COc1cccc(-c2nc(CS(=O)(=O)CC(=O)Nc3cc(C)ccc3C)c(C)o2)c1 | 0.8 | -3 | 16 | -2 | 3 | 1 | -12 | -3 | -4
CC(C)Oc1ccc(C(=O)Nc2ccccc2N2CCCC2)cc1 | 0.9 | -1 | 15 | 2 | -51 | -2 | 0 | 0 | -4
CN1/C(=C\C(=O)c2ccco2)C(C)(C)c2ccccc21 | 1 | -2 | 23 | -24 | 16 | 23 | -3 | 18* | 8
COc1ccccc1-c1cc(C2CC2)nc(N)c1C#N | 1 | 3 | 5 | 9 | -8 | -11 | 3 | -6 | 0
COc1cc(-c2nc3n(n2)C(c2ccc(F)cc2)C2=C(CCCC2=O)N3)cc(OC)c1OC (stereo not drawn) | 1.1 | 2 | 7 | 10 | -36 | -11 | -8 | 11 | 0
CCC(NC(=O)N(Cc1ccccc1)Cc1ccc2c(c1)OCO2)(C(F)(F)F)C(F)(F)F | 0.9 | -5 | 4 | -3 | -9 | 4 | 10 | -8 | 3
CCc1cccc2c(C#N)cn(CC(=O)NCCOC)c12 | 1 | 4 | -2 | 1 | 15 | 0 | -5 | -8 | -8
COc1ccc(-n2c(Cc3cccn3C)nnc2SCC(=O)Nc2ccc(C)c(Cl)c2)cc1 | 1.4 | -18 | 30 | . | . | . | 10 | . | 1
O=C(c1ccc(NS(=O)(=O)c2ccccc2)cc1)N1CCN(Cc2ccc3c(c2)OCO3)CC1 | 1.5 | -6 | 5 | -23 | -9 | 21 | 6 | -4 | -2
CCc1nc(Nc2ccc(N3CCN(C(C)=O)CC3)cc2)c2oc3ccccc3c2n1 | 1.4 | 5 | -9 | 7 | 7 | -10 | 49 | 14 | 3
